Source: PubChem BioAssay
Dengue inhibitors – antivirals protecting cells from dengue CPE – CPE readout, HTS (AID 540333) | Dengue virus CPE inhibition in host cells; hits give high values | CPE inhibition, % at 20 µM | actives 3.1% (n = 10,000); in the data active = CPE inhibition mostly above about 9.1%, no sharp cut-off; inactive = mostly below about 7.2%
An asterisk follows results filed as active; i = inactive. The list is partial; rates above refer to the full screens.

structure	Dengue inhibitors
CCNC(=S)NNC(=O)c1cc(-c2ccc(OC)cc2)nc2ccccc12	i
O=C(C1CCN(CC2CC=CCC2)CC1)N(CCc1ccccc1)Cc1ccccc1 (stereo not drawn)	0.3
COc1ccc(NC2=C(NCCO)C(=O)c3ccccc3C2=O)cc1	i
N=c1n(CCc2ccccc2)c2ccccc2n1Cc1ccccc1F	i
Cc1cc(C)c(C#N)c(SCc2cn3c(C)cccc3n2)n1	1.4
COc1ccc(/C=N\NC(=O)c2cc(O)c(O)c(O)c2)cc1CN1CCN(c2ccc(F)cc2)CC1	i
CC(C)(C)NS(=O)(=O)c1ccc(CCC(=O)Nc2ccc3c(c2)OCCO3)cc1	i
COc1ccc(CNC(=O)CN(C2CCCCC2)S(C)(=O)=O)cc1	i
CCOc1ccc(Nc2nc(Cl)nc(N3CCN(c4ccc(OC)cc4)CC3)n2)cc1	2.4
NS(=O)(=O)c1ccc(CCNC(=O)CSc2ccc(Cl)cc2)cc1	i
CC12CCC(C(=O)Nc3cccc(Cl)c3)(C(Br)C1=O)C2(C)C (stereo not drawn)	1.4
Cc1cc(C(=O)N2CCN(c3ccc([N+](=O)[O-])cc3)CC2)no1	i
Cc1ccsc1/C=N/NC(=O)CN1CCN(S(=O)(=O)c2ccc(Br)cc2)CC1	0.5
CCc1ccc(NC(=O)/C(C#N)=C/c2cc3ccc(C)cc3nc2N2CCOCC2)cc1	3.9
S=C(Nc1ccc(Br)cc1)NC1CCCCC1	5.0
Cc1ccc(C)c(NC(=S)NCCSc2ccc(Cl)cc2)c1	2.0
Cc1ccc2c(COC(=O)CC3Sc4ccccc4NC3=O)cc(=O)oc2c1C (stereo not drawn)	4.9
COc1ccc(/C=C(/C#N)C(=O)Nc2ccccc2C)cc1C(=O)O	0.2
C/C(=N/NC(=O)C1CCCCC1)c1ccc([N+](=O)[O-])cc1	0.1
Cc1cccc(-n2cc[nH]c2=S)c1C	i
CC1=C(C(=O)OCc2ccccc2)C(/C=C/c2ccccc2)NC(=S)N1 (stereo not drawn)	i
CCOC(=O)C1=C(CSc2nc3c(cc2C#N)CN(C)CC3)OC(N)=C(C#N)C1c1ccncc1 (stereo not drawn)	i
COc1ccccc1OCCn1cc(/C=C(\C#N)C(=O)NCc2ccco2)c2ccccc21	1.4
COc1ccc(C(=O)N/N=C/c2ccc(SC)cc2)cc1	0.7
COC(=O)c1ccc(NC(=O)C(=O)N2CCN(C(=S)Nc3cccc(OC)c3)CC2)cc1	0.6
Cc1nnc(SCC(=O)NN2C(=O)NC3(CCCCC3)C2=O)s1	4.7
Cc1cc(Oc2ccc(-c3nnc(-c4ccccc4)o3)cc2[N+](=O)[O-])ccc1Cl	4.9
CCOc1cc(C(=O)N/N=C/c2ccsc2)cc(OCC)c1OCC	0.5
O=[N+]([O-])c1ccccc1/C=N/n1c(C2CCCCC2)n[nH]c1=S	0.6
COc1cccc(OC)c1C(=O)NC(=S)Nc1ccc2oc(=O)ccc2c1	0.7
COc1cc(/C=C/c2nnc3c4ccccc4ncn23)cc(OC)c1OC	0.9
Cc1ccc(S(=O)(=O)NNC(=O)c2cccs2)c(C)c1	0.4
COC(=O)c1ccc(NC(=O)C(=O)N2CCN(C(=S)Nc3ccccc3OC)CC2)cc1	i
CC(C)(C)OC(=O)NCCCCCNC(=O)c1[nH]cnc1C(=O)N[C@@H](CCCCNC(=O)OC(C)(C)C)C(=O)OC(C)(C)C	9.4
Cc1ccc(C=Nc2ccccc2C(N)=O)s1	i
COc1cc(OC)c(C(=O)OC(C)C(=O)Nc2cccc(C(F)(F)F)c2)cc1OC (stereo not drawn)	i
CC12CCC(C(=O)Nc3cc(Cl)ccc3Cl)(C(Br)C1=O)C2(C)C (stereo not drawn)	i
CCN(CC)c1ccc(NC(=O)c2ccccc2)cc1S(=O)(=O)Nc1ccccc1OC	8.1
O=C(/C=C/c1ccccc1Cl)N(c1ccccn1)C1CCCCC1	0.4
Cc1ccc(-c2c[n+](CC(=O)OCc3ccccc3)c3n2CCC3)cc1	i
Cc1ccc(S(=O)(=O)N/N=C\c2cc3c(cc2Br)OCO3)cc1	0.0
O=C1C=CC2C(c3ccc4c(c3)OCO4)CC1N2Cc1ccccc1 (stereo not drawn)	1.5
COCc1nnc(NC(=O)c2ccccc2[N+](=O)[O-])s1	i
COc1cc(/C=N/NC(=O)C(=O)NCc2cccnc2)cc(OC)c1OC	i
NS(=O)(=O)c1ccc(NC(=S)Nc2cc(Cl)c(Cl)cc2Cl)cc1	3.8
O=C(CCl)Nc1nc(-c2ccco2)c(-c2ccco2)s1	i
COc1cc(/C=N/N=C2/NC(=O)C(CC(=O)O)S2)ccc1OCc1ccc(Cl)cc1 (stereo not drawn)	0.2
COc1ccc(OC)c(-c2c3cc(O)c(=O)cc-3oc3cc(O)c(O)cc23)c1	i
O=c1[nH]c(CN2CCN(c3ccccc3)CC2)nc2scc(-c3ccccc3)c12	0.1
CC(C)c1ccc(S(=O)(=O)N2CCN(C(=S)NCc3ccco3)CC2)cc1	13.8*
O=C(c1ccccc1)N(NC(=O)C(O)(c1ccccc1)c1ccccc1)c1cccc(F)c1	3.0
CC(=O)Nc1ccc(NC(=O)Cc2ccc(S(=O)(=O)N3CCCCC3)s2)cc1	i
COc1ccc(CC(=O)OCC(=O)N2N=C(c3ccccc3)CC2c2ccc(OC)cc2)cc1 (stereo not drawn)	4.0
Cc1c(Cl)cnc(NC(=O)COC(=O)c2cccc(S(=O)(=O)N3CCc4ccccc4C3)c2)c1Cl	i
O=C(O)CCCC(=O)N1N=C(c2ccccc2)CC1c1ccc2nccnc2c1 (stereo not drawn)	0.5
C[C@H]1C=C(C(=O)NCc2nc3ccccc3[nH]2)O[C@@H](OCCCCO)C1	1.5
CSc1ccc(/C=C(\C#N)C(=O)NC2CCCCC2C)cc1 (stereo not drawn)	18.5*
COc1ccc(/C=C/C(=O)N2CCN(S(=O)(=O)/C=C/c3ccccc3)CC2)cc1OC	2.4
N#CCSc1nc(-c2ccccc2)c2cc(Cl)ccc2n1	8.2
COc1ccc(NS(=O)(=O)c2cc(NC(=O)c3ccc(F)cc3)ccc2OC)cc1	i

The listing continues.
structure	Dengue inhibitors
O=[N+]([O-])c1cc(S(=O)(=O)N2CCCCCC2)ccc1F	i
O=C(/C=C/c1ccccc1)NCCOc1ccccc1	0.1
O=c1c(Cl)c(N2CCN(c3ccc(F)cc3)CC2)cnn1C12CC3CC(CC(C3)C1)C2	7.2
CC(NC(=O)CCN1C(=O)c2ccccc2C1=O)c1ccc2c(c1)CCCC2 (stereo not drawn)	i
Cc1ccc(OCC(=O)NNC(=O)c2ccoc2C)c(Br)c1	i
CCOC(=O)c1c(-c2ccccc2Cl)csc1NC(=O)c1cc(S(=O)(=O)N2CCOCC2)ccc1C	2.6
Cc1ccc(Nc2nnc(SCC(=O)c3ccc(Br)s3)s2)c(C)c1	0.1
CCn1c(SCc2ccc([N+](=O)[O-])cc2)nnc1C(C)NC(=O)c1ccc(C)cc1 (stereo not drawn)	i
COC(=O)CCC(=O)OC1(C)C(=O)C2=CN(Cc3ccc4c(c3)OCO4)C(c3ccc(OC)cc3)=CC2=C(Br)C1=O (stereo not drawn)	i
COc1ccc(OC)c(CN(CCN2CCOCC2)C(=O)Nc2cccc(Cl)c2)c1	i
CC(/C=C/c1ccccc1)=N/NC(=O)CCC(=O)Nc1ccccc1C	0.3
N#CCCN(C1CCCCC1)S(=O)(=O)c1cccc2nsnc12	1.4
Cc1ccc(-n2nnnc2SCC(=O)Nc2cccnc2Cl)cc1	0.1
Fc1ccccc1-c1cc2ncccc2cn1	0.7
CC(C)(C)NC(=O)C12CC3CC(CC(Cl)(C3)C1)C2	i
Cc1ccccc1C(=O)NNC(=S)NC(=O)c1ccccc1	1.5
CCOC(=O)[C@@H]1[C@H]2COc3cc(OC)ccc3[C@@H]2N2C(=O)N(c3ccccc3)C(=O)[C@@]12C	0.9
O=C(CSc1nnc(-c2ccncc2)o1)NCc1ccccc1Cl	i
Cc1ccc(/C=C(\C#N)c2nn(-c3ccccc3)c(N)c2C#N)cc1	7.1
Cc1cccc(/C(N)=N/OC(=O)c2ccc3c(c2)OCO3)c1	0.2
COc1cccc(NC2=Nc3cccc4cccc2c34)c1	0.4
CCNC(=O)/C(C#N)=C/c1c(N2CCN(Cc3ccc4c(c3)OCO4)CC2)nc2c(C)cccn2c1=O	i
O=C(Nc1ccc[n+](CC(=O)c2cccc3ccccc23)c1)c1ccccc1	i
COc1cc2cc(CCOC(=O)CCCC(=O)O)oc(=O)c2cc1OC	i
Cc1ccc([N+](=O)[O-])cc1S(=O)(=O)NCCc1c(C)[nH]c2ccccc12	2.0
Cc1sc2ncnc(Sc3ccccc3C(=O)Nc3ccc(Br)cc3)c2c1C	4.4
COc1ccccc1OCC(=O)NNC(=O)c1ccoc1C	1.6
COCC(=O)Nc1ccccc1Br	0.1
Cc1cc(C)c(C)c(OCCCOc2cccc3cccnc23)c1	2.0
Cc1ccc(C(=O)/C=C\C(=O)c2ccc(C)cc2)cc1	4.8

Reprinted at random: four compounds from above
structure	Dengue inhibitors
COCC(=O)Nc1ccccc1Br	0.1
COc1ccccc1OCC(=O)NNC(=O)c1ccoc1C	1.6
CC(/C=C/c1ccccc1)=N/NC(=O)CCC(=O)Nc1ccccc1C	0.3
Cc1ccc(/C=C(\C#N)c2nn(-c3ccccc3)c(N)c2C#N)cc1	7.1

Following part.
structure	Dengue inhibitors
CCOc1ccc(/C=C/C(=O)Nc2ccc3[nH]c(=O)[nH]c3c2)cc1	1.3
CC(CCc1ccccc1)NC(=O)COC(=O)CC1CC2CCC1C2 (stereo not drawn)	i
COc1ccc(/C=C/C(=O)Nc2nonc2NC(C)=O)cc1	i
CCOc1cc(C(c2c(C)[nH][nH]c2=O)c2c(C)[nH][nH]c2=O)ccc1O	2.7
NS(=O)(=O)c1ccc(CCNC(=O)c2cc(-c3ccccc3)nc3ccccc23)cc1	i
CC(C)CCNC(=O)/C=C/c1ccc(Br)cc1	i
Fc1ccc(CNCc2ccc(Br)cc2)cc1	1.4
CC/C(C)=N/NC(=S)NCc1ccco1	2.0
O=C(NC1CCN(Cc2ccccc2)CC1)c1c(F)cccc1F	i
Cc1cccc(C(=O)N/N=C/C(C)Cc2ccc3c(c2)OCO3)c1 (stereo not drawn)	i
Cc1ccc(N(C(=O)c2ccc(CN3CCOCC3)o2)C(C(=O)NCCC(C)C)c2cccs2)c(C)c1 (stereo not drawn)	1.2
Cc1ccc(O)c(-c2cc(C(=O)Nc3ccc(S(=O)(=O)Nc4nc(C)cc(C)n4)cc3)[nH]n2)c1	i
N#Cc1sc2nc(C3CC3)cc(-c3ccccc3)c2c1N	2.9
CC(C)CNC(=O)c1ccccc1NC(=O)c1ccccc1N(C)S(=O)(=O)c1ccccc1	0.1
CC1=CC(C)(C)Nc2ccc(OC(=O)CN3C(=O)c4ccccc4C3=O)cc21	i
CCN(CC)c1ccc(/C=N/NC(=S)NCc2ccccc2)c(O)c1	i
CCc1cccc(C)c1NC(=O)COC(=O)Cc1ccsc1	0.2
Cc1cccc(Nc2nnc(SCC(=O)Nc3cccc(S(=O)(=O)N4CCCCC4)c3)s2)c1	9.0
O=C(C[n+]1cc(-c2ccccc2)n2c1CCC2)Nc1nc(-c2ccc(F)cc2)cs1	17.0*
CC(=O)Nc1ccc(NC(=O)C(C)OC(=O)C2(c3ccc(Cl)cc3)CCCC2)cc1 (stereo not drawn)	0.7
COc1ccc(/C=N/Nc2cc(N(C)C)nc(N(C)C)n2)cc1	0.6
N#CC(CO)(Cc1ccc(OC(F)F)cc1)c1nc2ccccc2[nH]1 (stereo not drawn)	1.2
C/C(=N\NC(=O)c1cccc(Cl)c1)C1C(=O)c2ccccc2C1=O	i
CCOc1ccc(CNC(=O)c2ccc(Sc3ccc(C)cc3)c(NC(C)=O)c2)cc1	1.1
O=C(Nc1cccc(Cl)c1)C1C2CCC3C(CCC21)C3(Cl)Cl (stereo not drawn)	1.9
COc1ccc(Cn2c3ccc(OC)cc3c3nc4ccccc4nc32)cc1	1.1
O=C(N=Nc1c(O)[nH]c2ccccc12)c1cccc(S(=O)(=O)N2CCCCC2)c1	0.0
CCOc1ccc(-n2nc3c(=O)[nH]nc(C)c3c2C)cc1	0.5
COC(=O)CCc1sc(Nc2ccc(Br)cc2)nc1-c1ccc(OC)cc1	i
Cc1ccccc1-n1c(SCC(=O)N/N=C/C=C/c2ccccc2[N+](=O)[O-])nc2ccccc2c1=O	1.9
CCn1ncc(/C=C/C(=O)C2CC2)c1C	2.2
COc1ccc(CCNC(=O)Cc2cccs2)cc1	i
CCN(CC)c1ccc(/C=N/NC(=O)Cc2cccs2)c(O)c1	0.7
CCOc1cc(/C=C/c2cc(C(=O)O)c3ccccc3n2)ccc1O	0.1
CCCCCCNC(=O)CC(NS(=O)(=O)c1ccc(OC)cc1)C(C)C (stereo not drawn)	0.0
O=C1NC(c2ccccc2)=NC1(Nc1ccccn1)C(F)(F)F (stereo not drawn)	0.2
CCC(=O)NC(Nc1nc(C)cs1)(C(=O)OC)C(F)(F)F (stereo not drawn)	0.3
CCN(CC#CCC(O)(c1ccccc1)c1ccccc1)C(C)C	i
COc1ccc(N(CC(O)Cn2cnc3ccccc32)S(=O)(=O)c2ccc(C)cc2)cc1 (stereo not drawn)	1.2
Cc1c(C2=CCN(S(=O)(=O)c3ccc(Cl)cc3)CC2)c2ccccc2n1C	0.2
